PI5P4Ka inh = qHTS for Inhibitors of phosphatidylinositol 5-phosphate 4-kinase (PI5P4K). PI5P4Kalpha enzyme, ADP-Glo luminescence, 60 min; hits give low values. max response, %. Phosphatidylinositol 5-phosphate 4-kinase type-2 alpha (Homo sapiens), P48426. actives 1.2% (n = 330,000). AID 652105, 2013; active = max response of -50% or lower; inconclusive = between -30% and -50%; inactive = -30% or higher; also: value at the top dose of about 77 µM; % is scaled to controls: 0 for no effect and ±100 for the full control effect
Target sequence (P48426 whole entry, looked up): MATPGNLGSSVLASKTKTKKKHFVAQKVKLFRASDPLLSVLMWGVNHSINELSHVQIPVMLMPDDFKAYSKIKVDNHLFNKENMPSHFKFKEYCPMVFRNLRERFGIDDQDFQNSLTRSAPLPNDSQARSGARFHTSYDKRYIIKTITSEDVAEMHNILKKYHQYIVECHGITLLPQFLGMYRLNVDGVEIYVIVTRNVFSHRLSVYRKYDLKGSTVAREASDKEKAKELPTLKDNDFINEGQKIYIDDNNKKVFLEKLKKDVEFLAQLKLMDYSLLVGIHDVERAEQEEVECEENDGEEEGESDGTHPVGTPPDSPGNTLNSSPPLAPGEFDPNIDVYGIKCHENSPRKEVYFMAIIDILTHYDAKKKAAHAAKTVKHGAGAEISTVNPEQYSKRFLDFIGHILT
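PI5P4Kalpha ADP-Glo assay; 5 microM ATP final; 60 min RT reaction; HEPES pH 7.4/EGTA/CHAPS, 5% DMSO; controls lacking substrate or enzyme; luminescent end-point.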
WRN inhibitor = qHTS for Inhibitors of WRN Helicase | actives 0.46% (n = 360,000) | WRN helicase unwinding, fluorescent forked duplex, kinetic | AID 651768, 2012 | Bifunctional 3'-5' exonuclease/ATP-dependent helicase WRN (Homo sapiens), Q14191 | Potency, µM (doses to about 114 µM), inactives show at the top dose activity change, negative = inhibition, actives largely listed as inhibitors; also: potency is read from the fitted curve at half-maximal effect; % is scaled to controls: 0 for no effect and ±100 for the full control effect; nearly all actives have a fitted effect of over 55% in size
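Primary qHTS, 1536-well format. 20 nM WRN + compound, 15 min RT; start with 100 nM forked fluorophore/quencher duplex, 2 mM ATP (final); kinetic read ex 525/em 598 nm.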
EPAC2 antag = qHTS for Antagonist of cAMP-regulated guanine nucleotide exchange factor 2 (EPAC2): primary screen; Rap guanine nucleotide exchange factor 4 (Homo sapiens), Q8WZA2; EPAC2 GEF exchange of Rap1B-BODIPY-GDP, fluorescence; Potency, µM (series often up to 114 µM), for inactives: at the highest dose activity, negative = inhibition, hits mostly inhibitors; actives 0.18% (n = 360,000); AID 720708, 2013; also: potency is read from the fitted curve at half-maximal effect; % is scaled to controls: 0 for no effect and ±100 for the full control effect; nearly all actives have a fitted effect of over 45% in size; many of its hits are not listed in these tables
PLK1 PBD block = qHTS for Inhibitors of PLK1-PDB (polo-like kinase 1 - polo-box domain): Primary Screen | Serine/threonine-protein kinase PLK1 (Homo sapiens), P53350 | Plk1 PBD binding of FITC phosphopeptide, fluorescence polarization | Potency, µM, inactives show max response, negative = inhibition, usual class: inhibitors | actives 2.8% (n = 360,000) | AID 720504, 2013; also: potency is read from the fitted curve at half-maximal effect; series mostly up to about 57 µM; % is scaled to controls: 0 for no effect and ±100 for the full control effect; nearly all actives have a fitted effect of over 65% in size
Target sequence (P53350 whole entry, looked up, the tested form may be a part): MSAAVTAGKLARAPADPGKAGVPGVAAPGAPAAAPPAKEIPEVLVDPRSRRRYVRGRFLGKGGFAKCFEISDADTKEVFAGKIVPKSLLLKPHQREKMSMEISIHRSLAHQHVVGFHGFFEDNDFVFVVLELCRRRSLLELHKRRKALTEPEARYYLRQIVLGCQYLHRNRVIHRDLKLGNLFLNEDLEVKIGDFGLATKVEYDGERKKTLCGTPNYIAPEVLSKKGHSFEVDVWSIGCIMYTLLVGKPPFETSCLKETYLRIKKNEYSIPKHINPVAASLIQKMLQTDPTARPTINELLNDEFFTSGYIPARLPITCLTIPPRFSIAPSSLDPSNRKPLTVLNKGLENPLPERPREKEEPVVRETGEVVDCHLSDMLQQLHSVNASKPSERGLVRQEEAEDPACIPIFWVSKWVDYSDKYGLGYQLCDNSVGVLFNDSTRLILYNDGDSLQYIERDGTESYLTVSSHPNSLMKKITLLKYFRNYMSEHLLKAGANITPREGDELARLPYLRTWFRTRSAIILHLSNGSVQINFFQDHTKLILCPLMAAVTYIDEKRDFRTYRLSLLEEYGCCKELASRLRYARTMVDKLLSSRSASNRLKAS
CCT modulator = High-Throughput Screening for Modulators of Cytosolic Chaperonin Activity; purified chaperonin ATPase assay, HTRF ADP detection, 30 min; activity change, % (test concentration not listed), hits read low; actives 0.3% (n = 360,000); AID 651819, 2012; in the data active = activity change below about -30%; also: % is scaled to controls: 0 for no effect and ±100 for the full control effect
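First, chaperonin was dispensed at 40 nM or 20 nM final depending on batch activity. Next, compounds were pinned at 76 uM and ATP added at 10 uM. After 30 min at 37 °C, ADP detection reagents ran 30 min at ambient temperature.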
Mm-Cpn inhibitor = Inhibitors of TCP-1 ring complex (TRiC) of Methanococcus maripaludis (MmCpn): qHTS; Chaperonin Mm-Cpn (Methanococcus maripaludis); purified Mm-Cpn ATPase, ADP Transcreener TR-FRET; Potency, µM (doses to about 76.9 µM), without a hit: at the top dose activity, negative = inhibition, usual class: inhibitors; actives 0.031% (n = 330,000); AID 504842, 2011; also: potency is read from the fitted curve at half-maximal effect; % is scaled to controls: 0 for no effect and ±100 for the full control effect; nearly all actives have a fitted effect of over 80% in size
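Measured: ADP formation by purified Mm-CPN. Conditions: 25 nM protein, 10 uM ATP, Tris pH 7.4 with Mg2+, K+ and DTT, 37°C for 30 min. Detection: Transcreener HTRF after 30 min at room temperature.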
EPAC1 antag = qHTS for Antagonist of cAMP-regulated guanine nucleotide exchange factor 3 (EPAC1): primary screen | actives 0.14% (n = 360,000) | EPAC1 GEF assay, Rap1b-BODIPY-GDP exchange fluorescence | Potency, µM (titrated, usually from 115 µM), inactives show at the top dose activity change, negative = inhibition, usual class: inhibitors | Rap guanine nucleotide exchange factor 3 (Homo sapiens), O95398;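 also: potency is read from the fitted curve at half-maximal effect; plate controls were vehicle for no effect and positive control for full effect; nearly all actives have a fitted effect of over 50% in size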
EPAC1 ag = qHTS for Agonist of cAMP-regulated guanine nucleotide exchange factor 3 (EPAC1): primary screen | actives 0.073% (n = 360,000) | Potency, µM (titrated, usually from 154 µM), for the others: at the top dose activation, hits mostly activators | Rap guanine nucleotide exchange factor 3 (Homo sapiens), O95398 | EPAC1 agonist qHTS, biochemical assay; response scale: 100% = response to 6.5 mM cAMP; also: potency is read from the fitted curve at half-maximal effect; nearly all actives have a fitted effect of over 60% in size
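Read-out is the fluorescence drop as BODIPY-GDP leaves Rap1B (480 nm excitation, 540 nm emission), recorded every 5 minutes over 30 minutes. Reactions held 100 nM EPAC1, 250 nM Rap1B–BODIPY-GDP and 50 uM GDP, with 6.5 mM cAMP setting full activation.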
Numbers without * were called inactive; ? = inconclusive; nt = not tested or not shown; & = joins results of further samples; [ ] = another dose, or the depositor's remark. Unless noted, calls follow the shape of the dose curve; as a rule, active = well fitted curve in the direction sought with a large enough effect; inconclusive = small, poorly fitted or top-dose-only effect, or another doubt; inactive = no such curve, though single readings can be large; an effect the other way counts as inactive or inconclusive. Not all compounds are listed; count on the stated rates, not on these rows.

PI5P4Ka inh | WRN inhibitor | EPAC2 antag | PLK1 PBD block | CCT modulator | Mm-Cpn inhibitor | EPAC1 antag | EPAC1 ag | compound
nt | -24% | -7% | 0% | 1.6 | 1% | -13% | 11% | Cc1cc(NC(=O)c2c(F)cccc2F)n(-c2nc3ccccc3[nH]2)n1
-4 | 5% | 15% | -6% | -0.9 | nt | 5% | -4% | CC1=CC2(C)C(C3C(C)=CC2(C)C(=O)C3(C)O)C(C)(O)C1=O (configuration not stated)
2 | -19% | 4% | -1% | 0.1 | 3% | ? | -8% | N=c1ccn(Cc2ccc(Cl)c(Cl)c2)cc1
5 | -33%[57.1 µM] | 5% | 2% | -0.8 | 1% | 9% | -5% | CC(=O)Nc1c(Cl)cc([N+](=O)[O-])c2ccccc12
-10 | 0% | 3% | -7% | -0.4 | 0% | 11% | 7% | Cc1ccc(N/C=C2\C(=O)N(c3ccc(F)cc3F)C(c3cccnc3)S2(=O)=O)cc1 (configuration not stated)
-3 | 5% | -2% | 3% | -2.0 | nt | 0% | 0% | COc1ccc(NC(=O)C2(C)CCN2Cc2ccc(OC(C)C)cc2)cc1OC (configuration not stated)
-3 | 2% | 4% | -6% | -1.4 | 1% | 15% | -11% | O=C1CCc2cc(NS(=O)(=O)c3ccc([N+](=O)[O-])cc3)cc3c2N1CCC3
5 | 8% | -3% | -17% | -3.5 | 2% | 19% | 4% | COc1cc(NC(=O)COC(=O)c2cc(S(=O)(=O)N3CCCCC3)ccc2Cl)c(C)cc1[N+](=O)[O-]
6 | 10% | 5% | -10% | -1.7 | 2% | -1% | 9% | Cc1ccc(C(=O)NC2CC(C)(C)NC(C)(C)C2)cc1Cl
-7 | -2% | -17% | -12% | -0.3 | -4% | -5% | 2% | CC(c1ccon1)N(C)C(=O)CCc1nnc(Cc2ccc(-c3ccccc3)cc2)o1 (configuration not stated)
1&15 | 3%&5% | -2%&4% | -5%&-9% | -4.2&-5.4 | 2%&0% | -1%&-2% | 19%&4% | O=C(O)CSc1nc2c(c(C(F)(F)F)n1)CCCC2
-8 | 4% | -2% | ? | -0.1 | 0% | 0% | -3% | COC(=O)c1[nH]c2ccc(F)cc2c1NS(=O)(=O)c1ccc(OC)cc1OC
-4 | -8% | 0% | -23% | -0.7 | 0% | 3% | 7% | O=C(Nc1ccc(Cl)cc1)c1ccco1
-8 | -32% | -2% | 27µM* | 0.0 | 4% | ? | 9% | COc1ccc(C(=S)N2CCOCC2)cc1OC(=O)c1cc(OC)c(OC)c(OC)c1
9 | -14% | -5% | 1% | -6.0 | 1% | 9% | -6% | Cc1cccc(C(=O)NC(NCc2ccco2)C(Cl)(Cl)Cl)c1 (configuration not stated)
2 | -3% | 1% | -16% | 0.8 | 0% | -2% | 6% | Cc1ccc(S(=O)(=O)N2CCN=C2c2ccccc2)cc1C
5 | -15% | -18% | -14% | -0.2 | nt | -23% | 4% | S=C1SCN(CCc2ccccc2)CN1CCc1ccccc1
-7 | -5% | ? | -8% | 1.1 | 0% | -7% | 17% | COc1cc(CC(=O)Nc2ccccc2N2CCCCC2)cc(OC)c1OC
1 | -18% | -10% | 1% | -2.5 | 2% | -1% | 12% | CC(C)(C)NS(=O)(=O)c1ccc(NC(=O)C(Sc2ccccc2)c2ccccc2)cc1 (configuration not stated)
5 | -12% | 0% | -2% | 3.0 | -7% | -14% | -5% | CCN(C(=O)C(C)OC(=O)c1nn(-c2ccccc2C(F)(F)F)cc1O)c1ccccc1 (configuration not stated)
-7 | 9% | -5% | -9% | -2.9 | 0% | -16% | 0% | CN(C)CCSc1nnc2sc3ccccc3n12
4 | -8% | 0% | 27µM* | 0.5 | 0% | 7% | 5% | COc1ccc(CCNc2ncnc3c2c(C)c(C)n3CCO)cc1OC
6 | -3% | ? | -9% | -2.4 | nt | -12% | 0% | CCSc1nnc(NC(=O)CCC2CCCCC2)s1
0 | -12% | 9% | 3% | -1.4 | 4% | 4% | -6% | Cc1cccc(NC(=O)CCNC(=O)c2ccccc2Cl)n1
0 | 15% | 5% | -14% | -0.9 | 2% | 1% | 6% | Cc1ccc(S(=O)(=O)NCCC(=O)NCCc2ccc(S(N)(=O)=O)cc2)cc1C

The last two entries of the part before open the next one.
PI5P4Ka inh | WRN inhibitor | EPAC2 antag | PLK1 PBD block | CCT modulator | Mm-Cpn inhibitor | EPAC1 antag | EPAC1 ag | compound
0 | -12% | 9% | 3% | -1.4 | 4% | 4% | -6% | Cc1cccc(NC(=O)CCNC(=O)c2ccccc2Cl)n1
0 | 15% | 5% | -14% | -0.9 | 2% | 1% | 6% | Cc1ccc(S(=O)(=O)NCCC(=O)NCCc2ccc(S(N)(=O)=O)cc2)cc1C
-6 | -7% | -16% | 5% | 1.7 | nt | -19% | -7% | O=C1CCC[C@@H]2C[C@@]3(C[C@@H]4CCN1[C@H]24)Nc1cc(Cl)ccc1NC3=NC1CCCCC1
? | -14% | 5% | -12% | 1.1 | -1% | -1% | 10% | CC#CC#Cc1cccc(=O)o1
3 | -11% | 12% | -2% | 1.9 | -4% | 1% | 5% | O=C(Nc1ccc(C(=O)N2CCOCC2)cc1)c1cccc(Br)c1
3 | 2% | 1% | -17% | 0.4 | -1% | -10% | 7% | Cc1ccc(C(=O)NN=CC(=O)c2ccccc2)c(C)c1
nt | 0%[57.1 µM] | 7% | -1% | 0.1 | 2% | 8% | 1% | COc1cc(C)c(CNC2CCCCC2)cc1C
4 | 4% | 7% | -8% | -3.9 | 0% | 1% | 1% | Cc1ccc(N2C(=O)c3ccccc3C2=O)nc1
0 | 7% | 1% | -2% | 0.5 | -1% | 14% | -8% | CCc1ccc(NC(=O)NCCN2CCN(c3ccc(OC)cc3)CC2)cc1
-1 | 5% | 17% | 1% | -0.5 | 1% | 3% | -2% | CS(=O)(=O)c1ccc(Cl)c(NC(=O)COC(=O)CNC(=O)c2cccs2)c1
1 | 2% | 3% | 4% | -0.2 | -3% | -8% | -1% | CCc1ccc(C(=O)COC(=O)CNC(=O)c2ccco2)cc1
8 | -3% | 6% | -4% | -0.7 | nt | 0% | 11% | COC(=O)c1ccc(N2C(c3cc(OC)cc(OC)c3)=Cc3ccc(-c4ccc(C(N)=O)cc4)cc3C2CC(=O)C2CC2)cc1 (configuration not stated)
-1 | 3% | -6% | -12% | -1.0 | 0% | 10% | 2% | CC(OC(=O)Cn1c(C(F)(F)F)nc2ccccc21)C(=O)N1CCCc2ccccc21 (configuration not stated)
1 | -10% | -10% | 0% | -2.8 | 0% | ? | -9% | COc1cccc(OC)c1C(=O)OCC(=O)Nc1ccc(OC(F)(F)F)cc1
21 | ? | -17% | -3% | -1.3 | 2% | ? | -13% | CCN(CCNCC(O)COc1ccccc1C(C)C)c1cccc(C)c1 (configuration not stated)
-2 | 2% | -5% | 1% | 1.5 | 0% | -2% | 4% | COc1cc(C(C)=O)ccc1OCC(O)CN1CCN(c2ccc(C)cc2C)CC1 (configuration not stated)
7 | 4% | 3% | -9% | -0.3 | 1% | 9% | 17% | COc1ccc(C(CNC(=O)c2ccc3c(c2)OCCO3)N(C)C)cc1 (configuration not stated)
nt | nt | -3% | nt | nt | 1%&-1% | -16% | -4% | NC(=O)C1CCN(c2nc(-c3cccs3)cs2)CC1
nt | -6% | 2% | -11% | 0.2 | -1% | 8% | 6% | COC(=O)c1ccc(COc2ccc3c(C)c(C)c(=O)oc3c2)o1
-4 | 0% | 5% | 2% | -1.8 | -1% | -17% | 5% | Cc1ccc(S(=O)(=O)N2CCC(C(=O)OCC(=O)NC(C)c3ccc(F)cc3)CC2)cc1C (configuration not stated)
0 | 0% | 4% | 13%&5% | -0.5 | 0% | -6% | -11% | c1ccc(C2[C@H]3CN(CC4CCCCC4)[C@H](c4ccccc4)C34CC2(c2ccccc2)C4)cc1 (some centres not stated)
-6 | -11% | -7%[57.1 µM] | -1% | -4.9 | -16% | 3% | -6% | CC(=O)c1c(C)[nH]c(C(=O)COc2ccc(C#N)cc2)c1C
-3 | -15% | 1% | -14% | 3.1 | 2% | 9% | -2% | COc1ccccc1Nc1nc(N)nc(CSC(=S)N2CCOCC2)n1
2 | 4% | 0% | -10% | -0.4 | -3% | -9% | -4% | CCN1CCN(C(=O)C2CCC(CNS(=O)(=O)c3ccc(NC(C)=O)cc3)CC2)CC1 (configuration not stated)
6 | -8% | 2% | -3% | 0.5 | 2% | -5% | -16% | Cc1cc(C(C)(C)C)cc(C)c1CC1=NCCN1
nt | -4%[57.1 µM] | 3% | -4% | -4.6 | -3% | 7% | 2% | C=CCn1c(=O)c2ccccc2n2c(SCc3nnc(-c4ccccc4Br)o3)nnc12
-2 | 2% | 3% | 7% | 0.0 | 0% | 6% | 7% | C#CCNC(=O)/C=C/c1ccc(C)cc1
-4 | 11% | 2% | 4% | -1.5 | nt | -7% | -19% | CCCCNC(=O)C1(C)CCN1C(=O)c1ccc(C)c(F)c1 (configuration not stated)
5 | 0% | 1% | -16% | -1.1 | nt | 0% | 4% | C[C@@H]1CN([C@H](C)CO)C(=O)CCCn2cc(nn2)CO[C@H]1CN(C)C(=O)Nc1cccc(F)c1
-3 | 4% | 0% | -15% | 0.1 | nt | 5% | 7% | O=C(NC1CC1)c1ccc(CSCc2ccc(Cl)cc2)o1
2 | -4% | 3% | -10% | 3.3 | nt | 5% | -3% | COc1ccc(-c2cc3nc(-c4ccccc4)cc(N4CCN(C(=O)c5ccccc5)CC4)n3n2)cc1
-12 | -3% | 0% | 2% | -2.4 | 1% | -25% | -2% | O=C(O)CC/C(=N/NC(=O)CNC(=O)Cc1ccc(Cl)cc1)c1ccccc1

High-throughput results: PubChem, National Center for Advancing Translational Sciences (NCATS)
